ANO1 activ = mouse TMEM16A channel activation, primary screen; B-score at 10 µM; HEK293 TMEM16A/YFP-H148Q/I152L, iodide quench fluorescence; stronger effect = lower value; 340,000 tested, 0.3% active; AID 623877; Q8BHY3;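 active = fluorescence-ratio B-score plate-corrected deviation score at least 3 library SD below zero, with starting fluorescence score within 5 deviations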;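 also: channel opened by trigger with iodide after compound preincubation; score built on the fluorescence ratio of max minus min over baseline; more negative score means more quench and so TMEM16A activation or potentiation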
KCNQ1 pot = potentiates or activates the human KCNQ1 potassium channel | P51787 | CHO-K1 KCNQ1, thallium flux FluxOR fluorescence; stronger effect = higher value | B-score at 10 µM | 310,000 tested, 0.35% active;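 active = fluorescence ratio B-score, a plate-corrected score, at least three library SD, with initial intensity B-score within 5 SD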
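Schedule – 37 °C overnight plating, 90-min dark dye load, 20-min compound pretreatment · System – stable KCNQ1 CHO-K1 line · Probe or stimulus – thallium- and potassium-containing depolarizing buffer · Measured by – kinetic FluxOR fluorescence, 10 s baseline plus 110 s post-stimulus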
SKKanGAS inh = inhibitors of SKKanGAS S. pyogenes growth in kanamycin (SK-promoter or general growth effect); BacTiter-Glo, 6 h; inhibition, % at 7.5 µM; 300,000 tested, 1.3% active; AID 1662;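 active = mean replicate score, as percent of positive control median, at least 50; inconclusive = mean below 50 but one replicate at or above 50; inactive = mean and every replicate below 50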;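 also: strain carries kanamycin resistance gene driven by streptokinase promoter and grows in 40 µg/ml kanamycin; loss of luminescence reflects streptokinase promoter inhibition or plain growth inhibition; 0% = median of DMSO wells and 100% = positive control at its reference dose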
KCNK9 inh = human KCNK9 channel inhibition | 310,000 tested, 1.2% active | HEK293 KCNK9, FluxOR thallium flux fluorescence; stronger effect = lower value | B-score at 10 µM | Q9NPC2;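 active = ratio B-score over 3 SD below the library mean, with starting fluorescence within 5 SD of its mean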;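 also: negative B-score means less thallium flux so channel inhibition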
hERG protect = compounds protecting human hERG from proarrhythmic drug block; Q12809; AID 1511; 310,000 tested, 0.51% active; activation (rescue from dofetilide block), less the hit threshold, % at 10 µM; CHO-hERG, FluxOR thallium flux, dofetilide IC70 present;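 active = activation above the mean of controls blocked by dofetilide plus 5 SD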;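 also: thallium influx through hERG after potassium depolarization seen as dye fluorescence rise; in these data hits start at about 4.7%; inactives centre near -7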
KCNQ1 inh = human KCNQ1 channel inhibition; P51787; B-score at 10 µM; 310,000 tested, 1.3% active; CHO-K1 KCNQ1, FluxOR thallium flux fluorescence; stronger effect = higher value;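 active = compounds whose thallium flux B-score, printed positive for inhibition, exceeds three library SD while starting fluorescence stays within three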;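 also: channel opened by potassium depolarization with thallium stimulus after 20 min compound exposure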
HDAC3 inh = blocks human histone deacetylase 3; O15379; recombinant HDAC3, fluorogenic peptide/trypsin coupled, fluorescence; inhibition, % at 8.3 µM; 320,000 tested, 0.15% active; AID 2718; in the data active = inhibition above about 26%, passing the limit was not always enough; inconclusive = no clear call, values can overlap the other calls
Target sequence (O15379 whole entry, looked up): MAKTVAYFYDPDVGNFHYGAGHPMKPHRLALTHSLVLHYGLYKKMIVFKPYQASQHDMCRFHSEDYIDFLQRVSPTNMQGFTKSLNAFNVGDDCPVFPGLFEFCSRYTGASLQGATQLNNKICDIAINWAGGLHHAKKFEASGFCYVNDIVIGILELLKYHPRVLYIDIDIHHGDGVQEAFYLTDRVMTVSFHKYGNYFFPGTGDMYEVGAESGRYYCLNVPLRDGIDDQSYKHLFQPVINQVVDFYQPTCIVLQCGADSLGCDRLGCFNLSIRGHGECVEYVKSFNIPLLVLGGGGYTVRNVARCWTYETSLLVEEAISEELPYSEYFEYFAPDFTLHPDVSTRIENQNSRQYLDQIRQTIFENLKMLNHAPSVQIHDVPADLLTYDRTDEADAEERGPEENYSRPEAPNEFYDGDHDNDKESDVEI
RGS4 inh = inhibitors of human RGS4. AID 463165. P49798. B-score at 10 µM. HEK293 M3R/RGS4 inducible, Fluo-4 calcium flux; stronger effect = higher value; triggered by carbachol at its EC20. 310,000 tested, 0.45% active;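 active = B-score, a plate-corrected calcium signal, over three deviations above library mean, with baseline fluorescence within five deviations of library mean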;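 also: RGS4 expression induced by doxycycline in cells with stable M3 receptor; B-score is computed from the integrated fluorescence ratio over baseline after carbachol; higher B-score means a larger calcium signal and so more RGS4 inhibition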
Target sequence (P49798 whole entry, looked up): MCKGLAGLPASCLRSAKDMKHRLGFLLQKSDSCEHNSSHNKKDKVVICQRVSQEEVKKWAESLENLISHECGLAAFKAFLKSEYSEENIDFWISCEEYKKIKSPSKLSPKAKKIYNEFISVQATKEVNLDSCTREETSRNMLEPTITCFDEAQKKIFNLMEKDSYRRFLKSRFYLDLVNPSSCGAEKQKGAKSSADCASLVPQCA
TMEM16A inh = mouse TMEM16A channel inhibition, primary screen | Q8BHY3 | HEK293 TMEM16A/YFP iodide influx fluorescence, ionomycin | normalized B-score (activity score, 25-100; higher = stronger inhibition) at 10 µM | 310,000 tested, 1.2% active;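 active = ratio plate-corrected score three or more library SD toward inhibition, starting fluorescence score within five deviations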;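 also: score derived from kinetic fluorescence span divided by baseline fluorescence per well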
RGS4 act = RGS4 potentiation or activation. B-score at 10 µM. 310,000 tested, 0.92% active. HEK293 M3R/inducible RGS4, carbachol calcium flux Fluo4; stronger effect = lower value;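 active = B-score of the integrated calcium signal more than 4 SD below the library mean, with starting fluorescence not abnormally high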;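 also: negative B-score means reduced calcium response which marks RGS4 activation or potentiation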
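Assay system: Inducible-RGS4 HEK293 cells carrying M3 receptor | Schedule: Compound preincubation 20 min at room temperature before agonist | Signal: Kinetic calcium fluorescence imaging with Fluo4-AM dye, 2 µM | Read-out basis: B score from integrated fluorescence ratio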
KCNK3 block = human KCNK3 channel inhibition, primary screen; B-score at 10 µM; O14649; CHO-KCNK3 thallium flux, FluxOR fluorescence; stronger effect = lower value; 340,000 tested, 0.84% active; AID 602410;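 active = B-score under library mean minus 4 SD, starting fluorescence ratio at most library mean plus 5 SD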;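 also: more negative B-score means stronger inhibition of thallium flux through KCNK3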
Target sequence (O14649 whole entry, looked up): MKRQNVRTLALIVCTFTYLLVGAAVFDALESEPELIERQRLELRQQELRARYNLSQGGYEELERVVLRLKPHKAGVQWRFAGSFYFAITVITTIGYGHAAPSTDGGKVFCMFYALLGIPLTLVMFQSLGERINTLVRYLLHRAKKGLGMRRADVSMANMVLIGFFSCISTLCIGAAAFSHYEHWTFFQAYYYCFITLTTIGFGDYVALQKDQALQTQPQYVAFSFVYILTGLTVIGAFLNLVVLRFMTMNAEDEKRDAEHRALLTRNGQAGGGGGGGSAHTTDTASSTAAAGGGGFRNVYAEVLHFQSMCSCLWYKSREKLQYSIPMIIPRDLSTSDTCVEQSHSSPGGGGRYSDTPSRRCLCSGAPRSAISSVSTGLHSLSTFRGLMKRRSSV
Numbers without * were called inactive; i = inactive; ? = inconclusive; nt = no result given.

smiles,ANO1 activ,KCNQ1 pot,SKKanGAS inh,KCNK9 inh,hERG protect,KCNQ1 inh,HDAC3 inh,RGS4 inh,TMEM16A inh,RGS4 act,KCNK3 block
CCOc1ccc(CCNC(=O)C2CSC3(C)CCC(=O)N23)cc1OCC (stereo not given),i,i,1,i,-12,i,0,i,i,i,i
Cc1ccc2nc3c(cc(C(=O)NC4CCS(=O)(=O)C4)n3Cc3ccccc3)c(=O)n2c1 (stereo not given),i,i,3,i,-4,i,-54,i,i,i,i
CC(C)OCCCNC(=O)c1ccc2c(c1)S(=O)(=O)c1ccccc1C2=O,i,i,5,i,-13,i,8,i,i,i,i
COc1cccc(-n2c(SCC(=O)c3c[nH]c4ccccc34)nc3ccccc3c2=O)c1,i,i,33,i,-7,i,4,i,i,i,i
O=C(Cc1ccccc1)N/N=C/c1ccc2c(c1)OCO2,i,i,-2,i,-5,i,2,i,i,i,i
COc1ccc(Cl)cc1NC(=O)C(=O)N/N=C/c1cc(C)n(-c2ccc(C)cc2)c1C,i,i,9,i,-8,i,-3,i,i,i,i
COc1ccc(Cc2nnc(SCC(=O)NC3CCCCC3)n2C)cc1,i,i,7,i,-3,i,2,i,i,i,i
CCCS(=O)(=O)N1CCN(C(=O)c2cc(OC)cc(OC)c2)CC1,i,i,-10,i,2,i,-15,i,i,i,i
Cc1cc(Cl)ccc1OCC(=O)N/N=C/c1ccncc1,i,i,-3,i,-6,i,-1,i,i,i,i
CO/N=C(\N)c1nonc1N,i,i,10,i,-7,i,-10,i,i,i,i
COc1cccc(C=Nc2ccccc2C(=O)Nc2ccccc2)c1O,i,i,4,i,-5,i,-10,i,i,i,i
CC(=O)c1ccc(-n2nnnc2SCC(=O)Nc2sc(C)c(C)c2C#N)cc1,i,i,21,i,-3,i,-4,i,i,i,i
O=C(C1=C[C@@H](c2ccccc2)C[C@@H](OCc2ccc(CO)cc2)O1)N1CCN(Cc2ccc3c(c2)OCO3)CC1,i,i,23,i,-14,i,-12,i,i,i,i
Cc1ccnc(SCC(=O)Nc2oc(-c3ccccc3)c(-c3ccccc3)c2C#N)n1,i,i,1,i,0,i,10,i,i,i,i
CCc1cccc(N(C)C(N)=Nc2cccc3ccccc23)c1,i,i,-3,i,-8,i,0,i,i,i,i
CCc1nnc(NC(=O)C2CCN(C(=O)c3ccco3)CC2)s1,i,i,-1,i,-1,i,-2,i,i,i,-8.8*
Cc1ccc(CCNC(=O)c2cccc(NC3=NC4CS(=O)(=O)CC4S3)c2)cc1 (stereo not given),i,i,-1,i,-1,i,-6,i,i,i,i
O=C(O)c1cccn1Cc1ccccc1F,i,i,1,i,-8,i,2,i,i,i,i
COc1ccccc1OCCNC(=O)CN(c1cccc(C)c1)S(=O)(=O)c1ccccc1,i,i,-7,i,-17,i,4,i,i,i,i
CC(Oc1ccccc1)C(=O)N1CCN=C1SCc1ccccc1F (stereo not given),i,i,8,i,-10,i,-5,i,i,i,i
CC(C)(C)c1nnc(NC(=O)c2cccnc2Cl)s1,i,i,5,i,-10,i,4,i,i,i,i
C[C@H](CCC(=O)NCC(=O)O)[C@H]1CC[C@H]2C3[C@H](O)C[C@@H]4C[C@H](O)CC[C@]4(C)[C@H]3C[C@H](O)[C@]12C (stereo not given in full),i,i,?,i,-6,i,-2,i,i,i,i
COCc1cc(C)n(CC(=O)Nc2c(C)cccc2C)c(=O)c1C#N,i,i,-2,i,-4,i,-4,i,i,i,i
CCOC(=O)[C@@H]1[C@H]2COc3cc(OC)ccc3[C@@H]2N2C(=O)N(c3ccc(C(F)(F)F)cc3)C(=O)[C@@]12C,i,i,15,i,-6,i,15,i,i,i,i
COc1ccc(OC)c(C(=O)N/N=C/c2ccccn2)c1,i,i,-12,i,-8,i,7,i,i,i,i
C#CCOc1c(Cl)cc(/C=N/NC(N)=S)cc1OCC,i,i,-2,i,-4,i,1,i,i,i,i
CN(C)C(=O)c1ccc(NC(=O)CN2C(=O)NC3(CCCc4ccccc43)C2=O)cc1 (stereo not given),i,i,-2,i,-10,i,-2,i,i,i,i
COc1ccc(CCN2CC(C(=O)NCCc3ccccn3)CCC2=O)cc1 (stereo not given),i,i,50*,i,-11,i,5,i,i,i,i
CC(CCc1ccccc1)NC(=O)C1CCCN(C(=O)c2cc3sccc3n2C)C1 (stereo not given),i,i,-4,i,0,i,6,i,i,i,i
CCNC(=O)/C(=C/c1ccco1)NC(=O)/C=C/c1ccccc1,i,i,-2,i,-12,i,7,i,i,i,i
COc1ccc(/C(C)=N/NC(=O)CNC(=O)c2cccnc2)cc1,i,i,3,i,-8,i,2,i,i,i,i
COC(=O)c1ccc(NC(=O)CSc2nnc(C3CC3)n2C)cc1,i,i,-2,i,-4,i,2,i,i,i,i
CCOC(=O)Nc1sc(NS(=O)(=O)c2ccc(C)cc2)nc1C,i,i,-5,i,-4,i,0,i,i,i,i
CCOc1ccc(N2C(=O)CC(NCCc3ccc(S(N)(=O)=O)cc3)C2=O)cc1 (stereo not given),i,i,9,i,-6,i,0,i,i,i,i
CC(=O)Nc1ccc(S(=O)(=O)N2CCN(S(=O)(=O)N3CCOCC3)CC2)cc1,i,i,-10,i,-6,i,-1,i,i,i,i
CCOC(=O)c1c(N2C(=O)CC(Sc3ccccc3C(=O)O)C2=O)sc2c1CCCC2 (stereo not given),i,i,-6,i,-13,i,-7,i,i,i,i
O=C(O)c1ccc(NC(=O)c2cccc(NC(=O)c3cccs3)c2)cc1,i,i,8,i,-9,i,1,i,i,i,i
COc1ccccc1N(CC(=O)NC(C)C)S(=O)(=O)c1cccs1,i,i,-5,i,-8,i,-3,i,i,i,i
CC(Sc1nc(N2CCCCC2)c2c(c1C#N)CCCC2)C(=O)O (stereo not given),i,i,7,i,-3,i,10,i,i,i,i
Cc1sc2ncn(CC(=O)N3CCN(c4ccc(F)cc4)CC3)c(=O)c2c1S(=O)(=O)N1CCOCC1,i,i,-1,i,-6,i,-2,i,i,i,i
Cc1ccccc1C(=O)NCc1ccncc1,i,i,2,i,-1,i,5,i,i,i,i
COc1ccc(CN(CCN(C)C)Cc2ccccc2)c(OC)c1,i,i,2,i,-15,i,5,i,i,i,i
Cc1cc(NC(=O)c2ccc3nc(C)sc3c2)no1,i,i,3,i,-11,i,nt,i,i,i,i
COc1ccccc1C(=O)N/C(=C\c1ccc(Br)cc1)C(=O)NCCC(=O)O,i,i,6,i,-6,i,7,i,i,i,i
Cc1ccc(CCN2CC(C(=O)NCCN3CCOCC3)CC2=O)cc1 (stereo not given),nt,i,-1,i,-5,i,3,i,i,i,nt
O=C(COc1ccc(S(=O)(=O)Nc2ccccc2)cc1)NCc1cccnc1,i,i,14,i,-3,i,0,i,i,i,i
CC(=O)NS(=O)(=O)c1ccc(NC(=S)NC(=O)C(C)C)cc1,i,i,-1,i,-4,i,nt,i,i,i,i
CC(C)=CCCC1=CCC2C(=O)NNC(=O)C2C1 (stereo not given),i,i,2,i,0,i,3,i,i,i,i
COc1ccc2[nH]cc(C(=O)CN3CCCC(C)(C)C3)c2c1,i,i,-5,i,-4,i,-5,i,i,i,i
CCCCNc1c(C(=O)OCC)c(C)nc2c1cnn2CC,i,i,10,i,-5,i,3,10*,i,i,i

Additional records follow.
smiles,ANO1 activ,KCNQ1 pot,SKKanGAS inh,KCNK9 inh,hERG protect,KCNQ1 inh,HDAC3 inh,RGS4 inh,TMEM16A inh,RGS4 act,KCNK3 block
CC(NC(=O)CN1C(=O)NC(C)(c2cccc3ccccc23)C1=O)c1ccccc1 (stereo not given),i,i,0,i,-4,i,-2,i,i,i,i
CC1(C)C(=O)C2(CCCCC2)C(=O)OC1c1cccs1 (stereo not given),i,i,5,i,-10,i,0,i,i,i,i
CC1(C)CC(=O)C2=C(C1)N(c1ccc(F)cc1)C(=O)CC2c1ccsc1 (stereo not given),i,i,-1,i,-6,i,15,i,i,i,i
CN(CCOC(=O)C1c2ccccc2Oc2ccccc21)C(C)(C)C,i,i,4,i,-2,i,-4,i,i,-7.9*,i
COc1ccc(NC(=O)CN2CCCC2)cc1,i,i,-1,i,-3,i,0,i,i,i,i
O=C(Nc1ccc2c(c1)OCO2)c1cc(-c2ccc(O)cc2)on1,i,i,0,i,-4,i,0,i,i,i,i
O=C(c1ccc2c(c1)[nH]c(=S)n1c3ccccc3nc21)N1CCN(c2cccc(Cl)c2)CC1,i,i,32,i,-24,i,1,i,i,i,i
Cc1ccccc1-n1c(O)c(C=NC2CCS(=O)(=O)C2)c2ccccc2c1=O (stereo not given),i,i,-7,i,-11,i,-1,i,i,i,i
CC1=C(C(=O)NC2CCCc3c2cnn3-c2cc(F)cc(F)c2)OCCO1 (stereo not given),i,i,1,i,-9,i,-1,i,i,i,i
CC1CCCC(C(=O)O)N1C(=O)CCS (stereo not given),i,i,1,i,-10,i,0,i,i,i,i
O=C(Nc1ccc2c(c1)CCC2)c1cccs1,i,i,-1,i,-4,i,0,i,i,i,i
CCC1CCCCN1CCCNC(=O)c1cc2c(=O)[nH]c3ccccc3c2n1C (stereo not given),i,i,-6,i,-7,i,-19,i,i,i,i
Cc1ccc(NC(=O)Cn2c(O)c(N=NC(N)=S)c3ccccc32)cc1,i,i,6,i,-3,i,-4,i,i,i,i
Cc1onc(-c2ccccc2)c1-c1nc2cc(Cl)ccc2c(=O)o1,i,i,11,i,-9,i,0,i,i,i,i

Screens (PubChem)
